Bioassay records as filed in PubChem BioAssay.
KCNK3 inh = human KCNK3 channel inhibition, primary screen. O14649. CHO-KCNK3 thallium flux, FluxOR fluorescence; active compounds read low. B-score at 10 µM. 0.84% of 340,000 active. AID 602410;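 active = B-score under library mean minus 4 SD, starting fluorescence ratio at most library mean plus 5 SD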;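 also: more negative B-score means stronger inhibition of thallium flux through KCNK3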
Target sequence (O14649 whole entry, looked up): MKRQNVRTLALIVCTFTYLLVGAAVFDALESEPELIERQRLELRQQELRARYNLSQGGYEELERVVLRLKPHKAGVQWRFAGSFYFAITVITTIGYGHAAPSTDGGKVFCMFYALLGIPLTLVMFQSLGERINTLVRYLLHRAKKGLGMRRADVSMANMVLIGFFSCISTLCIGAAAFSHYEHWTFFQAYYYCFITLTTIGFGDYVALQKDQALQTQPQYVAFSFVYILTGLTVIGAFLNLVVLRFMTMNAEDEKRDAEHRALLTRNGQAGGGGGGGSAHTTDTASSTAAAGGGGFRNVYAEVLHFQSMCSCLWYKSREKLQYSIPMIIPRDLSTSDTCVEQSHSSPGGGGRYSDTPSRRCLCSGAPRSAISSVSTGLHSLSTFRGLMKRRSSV
TMEM16A act = activators or potentiators of mouse TMEM16A chloride channel. Q8BHY3. HEK293 TMEM16A/YFP-H148Q/I152L, iodide quench fluorescence; active compounds read low. B-score at 10 µM. 0.3% of 340,000 active. AID 623877;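 active = fluorescence-ratio B-score plate-corrected deviation score at least 3 library SD below zero, with starting fluorescence score within 5 deviations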;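 also: channel opened by trigger with iodide after compound preincubation; score built on the fluorescence ratio of max minus min over baseline; more negative score means more quench and so TMEM16A activation or potentiation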
Starred values were filed as active, the others as inactive; i = inactive. A portion of the library; the hit share may differ from the screen's.

KCNK3 inh	TMEM16A act	Compound
i	i	Cn1ncc([N+](=O)[O-])c1C(=O)n1nnc2ccccc21
i	i	O=C(Nc1ccc2ccccc2c1[N+](=O)[O-])c1ccccc1
i	i	CC(=O)OC1COC(OC(C)=O)CO1 (stereo not drawn)
i	i	CN(Cc1cccc(F)c1)C(=O)CSc1nnnn1C1CC1
i	i	c1ccc2c(c1)CCN(CCCNc1nc3ccccc3n3cnnc13)C2
i	i	O=C(NC1CCCCCCC1O)c1ccccc1 (stereo not drawn)
i	-45.3*	O=C(CN1CCCSc2ccccc21)N1CCN(S(=O)(=O)c2cccc(F)c2)CC1
i	i	C#CCOCCOCCOCCNc1nc(N2CCN(C(=O)Cn3cc(CCO)nn3)CC2)nc(N2CCN(C(=O)[C@H](C)n3cc(CCCN=C(N)N)nn3)CC2)n1
i	i	CCN1CCN(S(=O)(=O)c2ccc(Cl)c(C(=O)N(C)CC(=O)Nc3c(C)cccc3C)c2)CC1
i	i	Cc1onc(-c2c(F)cccc2Cl)c1C(=O)OCC(=O)Nc1cccc(S(=O)(=O)N(C)C)c1
i	i	Cc1cccc(NS(=O)(=O)c2ccc(C)c(C(=O)NNC(=O)c3csc(N4CCOCC4)n3)c2)c1
i	i	COc1ccccc1N(C)S(=O)(=O)c1ccc(C(=O)Nc2nc(C)c(C(C)=O)s2)cc1
i	i	CC(=O)C1(O)CCC2C3CCC4CC(O)CCC4(C)C3C(=O)CC21C (stereo not drawn)
i	i	O=[N+]([O-])c1ccccc1C=NN1CCCCCC1
i	i	CC(=O)c1ccccc1NC(=O)CN1C(=O)NC2(CCCCCCC2)C1=O
i	i	CCC(C)c1ccc(S(=O)(=O)N2CCN(CC(O)COCC3CCCO3)CC2)cc1 (stereo not drawn)
i	i	COc1ccc2[nH]c3c(c2c1)CCN1C(=O)C(CC(=O)NCc2cccc(C(F)(F)F)c2)C[C@H](C(=O)N2CCCCC2)[C@@]31C (stereo partly drawn)
i	i	Cn1c(=O)c2[nH]c(Cc3ccsc3)nc2n(C)c1=O
i	i	C=CCn1c(SCC(=O)N(CC)C2CCS(=O)(=O)C2)nc2scc(-c3ccccc3)c2c1=O (stereo not drawn)
i	i	N#Cc1c(N)[nH]c2ccc(Sc3ccccc3)cc12

6 compounds drawn at random from the list so far:
KCNK3 inh	TMEM16A act	Compound
i	i	C#CCOCCOCCOCCNc1nc(N2CCN(C(=O)Cn3cc(CCO)nn3)CC2)nc(N2CCN(C(=O)[C@H](C)n3cc(CCCN=C(N)N)nn3)CC2)n1
i	i	CCN1CCN(S(=O)(=O)c2ccc(Cl)c(C(=O)N(C)CC(=O)Nc3c(C)cccc3C)c2)CC1
i	i	CC(=O)OC1COC(OC(C)=O)CO1 (stereo not drawn)
i	i	C=CCn1c(SCC(=O)N(CC)C2CCS(=O)(=O)C2)nc2scc(-c3ccccc3)c2c1=O (stereo not drawn)
i	i	COc1ccc2[nH]c3c(c2c1)CCN1C(=O)C(CC(=O)NCc2cccc(C(F)(F)F)c2)C[C@H](C(=O)N2CCCCC2)[C@@]31C (stereo partly drawn)
i	i	O=[N+]([O-])c1ccccc1C=NN1CCCCCC1

(next part)
KCNK3 inh	TMEM16A act	Compound
i	i	CC(NC(=O)c1ccc2c(=O)n3c(nc2c1)CCCCC3)c1ccccc1 (stereo not drawn)
i	i	O=C(CSc1nnc(CN2CCCC2)n1-c1ccc(F)cc1)c1ccc2c(c1)OCO2
i	i	Cc1cc(C(=O)NNC(=O)c2ccc(C)c([N+](=O)[O-])c2)c(C)o1
i	i	CC(NC(=O)CN1C(=O)NC2(CCc3ccccc32)C1=O)c1ccccc1 (stereo not drawn)
i	i	CCCCCC1C(C(=O)OCC)C(=O)NC1(C(=O)OCC)C(=O)OCC (stereo not drawn)
i	i	O=C(CCCn1c(=S)[nH]c2cc3c(cc2c1=O)OCO3)N1CCN(c2ccccn2)CC1
i	i	OCC(O)C1OC(c2ccccc2)OC(CO)C1O (stereo not drawn)
i	i	CC(=O)c1ccccc1NC(=O)CSCc1nc2sc(C)c(C)c2c(=O)[nH]1
i	i	CCOc1ccccc1N1CC(C(=O)Nc2cc(S(=O)(=O)N3CCOCC3)ccc2OC(C)C)CC1=O (stereo not drawn)
i	i	O=C(c1cccc(S(=O)(=O)N2CCCCCC2)c1)N1CCN(Cc2ccccc2)CC1
i	i	COc1cccc(NC(=O)CN(C)C(=O)C(Sc2ccccc2)c2ccccc2)c1 (stereo not drawn)
i	i	COc1cc(OC)c(OC)cc1CNC(=O)c1cc(S(=O)(=O)N(C)c2ccccc2OC)ccc1C
i	i	O=C(O)c1ccccc1C(=O)OC1CCCC2CCCC21 (stereo not drawn)
i	i	CC(Sc1nnc(COc2ccc(Cl)cc2)o1)C(=O)Nc1ccc(N2CCOCC2)cc1 (stereo not drawn)
i	i	COc1ccc(C(=O)c2ccccc2CN2C(=O)c3ccccc3C2=O)cc1
i	i	O=c1[nH]c2cnn(-c3ccccc3)c2c(=O)n1O
i	i	Cc1c(Cl)cccc1Nc1n[nH]c(=S)s1
i	i	CCOc1ccc(S(=O)(=O)N2CCN(C(=O)c3cc(S(=O)(=O)N4CCOCC4)ccc3C)CC2)cc1
i	i	OCCN(Cc1cccnc1)Cc1ccccn1
i	i	COc1ccccc1NC(=O)COC(=O)c1cc2c(s1)CCC2
i	i	Cn1nc(C(=O)NCCc2ccc3c(c2)OCCO3)c2ccccc2c1=O
i	i	CCOC1=NC(=C(c2ccccc2)c2ccccc2)OC1=O
i	i	Cc1cc(C(=O)N2CC(C)CC(C)C2)c(C)o1 (stereo not drawn)
i	i	CCCCn1c(N)c(N(C(=O)CSc2nncn2-c2ccccc2)C2CCCC2)c(=O)[nH]c1=O
i	i	N#CC(=C(c1ccccc1)c1ccccc1)c1ccccc1
i	i	COc1cccc(C(c2c(NC(=O)c3ccco3)sc(C)c2C)N2CCOCC2)c1 (stereo not drawn)
i	i	CCC1(CCC(C)C)SC(N)=NC1=O (stereo not drawn)
i	i	NC(=O)c1nnsc1-c1ccco1
i	i	Nc1ncnc2c(C3OC(CO)C(O)C3O)scc12 (stereo not drawn)
i	i	O=C(O)c1ccc(COc2ccc3ccccc3c2/C=C2/NC(=O)N(Cc3ccc(F)cc3)C2=O)cc1
i	i	Cc1ccc(NC(=O)COc2ccccc2C(N)=O)cc1S(=O)(=O)N1CCCCCC1
i	i	Cc1cc(C)n2nc(C(=O)OCC(=O)N(Cc3ccccc3)C(C)C)nc2n1
i	i	O=C(COC(=O)C1CC1)NCCc1ccc(Cl)cc1
i	i	O=C1c2ccccc2C(=O)c2cc(N3CCCCC3)ccc21
i	i	COc1ccc(NS(=O)(=O)c2cc(NS(=O)(=O)c3cc(C(=O)O)ccc3OC)ccc2C)cc1
i	i	Cc1cc(=O)oc2c(CN3CCCCC3)c(O)ccc12
i	i	CC1CN(C=O)CC(C)N1CCN1C(C)CN(C=O)CC1C (stereo not drawn)
i	i	CC(=O)C(Cl)C(=O)Nc1ccccc1 (stereo not drawn)
-9.83*	i	O=C1OC(c2ccccc2)(c2cc(Br)ccc2O)c2ccccc21 (stereo not drawn)
i	i	CC(C)c1ccc(S(=O)(=O)N2CCN(C(=O)CCNC(=O)Nc3ccccc3)CC2)cc1
i	i	O=C(N/N=C/c1ccc(Br)cc1)c1ccc(NC(=O)c2ccccc2)cc1
i	i	Cc1cccc(COc2ccc(S(=O)(=O)N3CCOCC3)cc2[N+](=O)[O-])c1
i	i	COc1cccc(C2c3cc4c(cc3OC(NNC(N)=O)C2C)OCO4)c1O (stereo not drawn)
i	i	CCOC(=O)c1c(C)c(C(=O)NC2CCCCCC2)c(C)n1C
i	i	CC1CC(=Cc2ccc([N+](=O)[O-])cc2)C(=O)O1 (stereo not drawn)
i	i	S=c1nc2[nH]c3ccccc3c2n[nH]1
i	i	O=C1NC(=O)C(c2ccccc2)(c2ccccn2)N1 (stereo not drawn)
i	i	CCOc1ccc(NC(=O)CN(C)C(=O)c2cccc(S(=O)(=O)N3CCN(C)CC3)c2)cc1OCC
i	i	Cc1ccc(S(=O)(=O)N2CCCCC2)cc1NC(=O)COC(=O)C1(C)CC1(Cl)Cl (stereo not drawn)
i	i	Cc1ccc(S(=O)(=O)N2CCN(C(=O)[C@H](Cc3ccccc3)NC(=O)c3ccco3)CC2)cc1
i	i	O=C1C2CCCCN2C(=O)N1CCCCN1CCN(c2cccc(C(F)(F)F)c2)CC1 (stereo not drawn)
i	i	C(=NOCc1ccccc1)c1cccnc1
i	i	O=C(O)c1ccccc1NS(=O)(=O)c1ccc(N/N=C/c2cccc(O)c2O)c([N+](=O)[O-])c1
i	i	O=S(=O)(CCN1CCCCC1)CCS(=O)(=O)CCN1CCCCC1
i	i	CC(NS(=O)(=O)c1ccc(Cl)cc1)C(=O)OCC(=O)Nc1ccc(N(C)C)cc1 (stereo not drawn)
i	i	COc1cc(OC)c(C(=O)Nc2cc(S(=O)(=O)N3CCOCC3)ccc2N2CCN(C)CC2)cc1OC
i	i	CC1(c2ccc3ccccc3c2)CCC(=O)O1 (stereo not drawn)
i	i	COc1ccc(C2CN=NC2C(=O)c2ccccc2)cc1 (stereo not drawn)
i	i	O=C(N[C@H]1C/C=C\C(c2ccc(F)cc2)N(Cc2ccccc2)C(=O)C1)OCC1c2ccccc2-c2ccccc21 (stereo partly drawn)
i	i	O=C(CCCC(=O)NN=Cc1cccc(O)c1)NN=Cc1cccc(O)c1

Later entries
KCNK3 inh	TMEM16A act	Compound
i	i	CC12CCC(=O)CC1CCC1C2CCC2(C)C1CCC2(O)C(=O)CO (stereo not drawn)
i	i	COc1ccccc1CNC(=O)c1cc(S(=O)(=O)N2CCN(c3ccccc3)CC2)ccc1Cl
i	i	CC(C)NCc1c(O)c(Br)cc2oc3c(c12)CCCC3
i	i	O=C(O)c1ccc(OS(=O)(=O)c2ccc(Cl)s2)cc1
i	i	COc1oc(C(=O)NC2CCCCC2)c(-c2ccc(Cl)cc2)c1S(=O)(=O)c1ccccc1
i	i	CCC(=O)Nc1cc2c(cc1Cl)-c1ccccc1C2
i	i	CCOC(=O)C1C(C(C)=O)=C(c2ccccc2)c2ccccc2N1S(=O)(=O)C(F)(F)F (stereo not drawn)
i	i	Cn1cnc([N+](=O)[O-])c1S(=O)(=O)Nc1ccccc1
i	i	O=C(/C=C/CCc1ccc2c(c1)OCO2)N1CCCCC1
i	i	O=C(O)C1C2CCC(CC2)C1C(=O)O (stereo not drawn)
i	i	O=C1NC(=O)C(=Cc2ccc(Cl)cc2Cl)S1
i	i	CC(C)c1nc2sc3c(SCCN(C)C)ncnc3c2c2c1CCC2
i	i	COc1ccc(OC)c(Cc2cnc3nc(N)nc(N)c3c2C)c1
i	i	Nc1nc(=O)c2ccccc2s1
i	i	O=C1CCCCC1CCc1ccncc1 (stereo not drawn)
i	i	COc1ccc(C(=O)N2CCN(S(=O)(=O)c3ccc(C)cc3C)CC2)cc1S(=O)(=O)N1CCOCC1
i	i	O=[N+]([O-])c1cc2oc3c(c2c(C=NCc2ccncc2)c1O)CCCC3
i	i	O=C(COC(=O)COc1ccc2c(c1)CCC2)Nc1ccccc1
i	i	NC(N)=N/N=C(\N=Nc1ccccc1)c1cccc2cccnc12
i	i	COc1cc(Nc2nc3c(N)cc(C(F)(F)F)cc3nc2-c2ccccc2)cc(OC)c1OC
i	i	O=C(COC(=O)/C=C/c1c(F)cccc1Cl)NCC1CCCO1 (stereo not drawn)
i	i	CC1CN(C(C)C)C(=S)NC1=O (stereo not drawn)
i	i	O=CNc1ccc2c3c(cccc13)-c1ccccc1-2
i	i	CCCCc1ccc(/C=C(\C#N)C(N)=S)s1
i	i	OC1COC(c2ccccc2)OC1C(O)C1OC(c2ccccc2)OCC1O (stereo not drawn)
i	i	CCOC(=O)C1=CN(CC)S(=O)(=O)NC1c1ccc(C(F)(F)F)cc1 (stereo not drawn)
i	i	Cc1cccc(-c2nc(CS(=O)CC(=O)NC3CCCC3)c(C)o2)c1 (stereo not drawn)
i	i	CCc1ccc(NC(=O)CN2CCN(c3ccc(OC)cc3)CC2)cc1
i	i	CCC1CN2CCc3cc(OC)c(OC)cc3C2CC1CC1c2cc(OC)c(OC)cc2CCN1C(=O)C(Cc1c[nH]c2ccccc12)NC(=O)OC(C)(C)C (stereo not drawn)
i	i	C=CS(=O)(=O)c1c2cc(OC)ccc2nc2ccc(OC)cc12
i	i	O=C(NNCc1ccccc1)c1ccccn1
i	i	O=[N+]([O-])c1ccccc1C=CC=NN=Cc1ccccc1O
i	i	O=C1COc2ccc(C(=O)COC(=O)Cc3c(F)cccc3Cl)cc2N1
i	i	Clc1ccc(-c2nnc(-c3ccc4ccccc4c3)o2)cc1
i	i	CC1OC1c1ccc(-c2ccc(C3OC3C)cc2)cc1 (stereo not drawn)
i	i	CCNc1ncnc2c1cnn2C1CCCO1 (stereo not drawn)
i	i	CCc1c(N)nc(N)nc1Nc1ccc(C)c(C)c1
i	i	COC(=O)c1nn(C)c(=O)[nH]c1=O
i	i	O=C(O)C1CCC(C(=O)O)SS1 (stereo not drawn)
i	i	Cc1cc2oc(=O)cc(-c3ccccc3)c2c(C)c1-c1ccc(N(C)C)cc1
i	i	CCOc1nc(OCC)c2[nH]c(C(=O)O)c(Br)c2n1

Seven of the compounds above, with two lines to a compound:
Every second line gives: KCNK3 inh	TMEM16A act
> CCCCc1ccc(/C=C(\C#N)C(N)=S)s1
 : i	i
> OC1COC(c2ccccc2)OC1C(O)C1OC(c2ccccc2)OCC1O (stereo not drawn)
 : i	i
> CCOC(=O)C1=CN(CC)S(=O)(=O)NC1c1ccc(C(F)(F)F)cc1 (stereo not drawn)
 : i	i
> Cc1cccc(-c2nc(CS(=O)CC(=O)NC3CCCC3)c(C)o2)c1 (stereo not drawn)
 : i	i
> CCc1ccc(NC(=O)CN2CCN(c3ccc(OC)cc3)CC2)cc1
 : i	i
> CCC1CN2CCc3cc(OC)c(OC)cc3C2CC1CC1c2cc(OC)c(OC)cc2CCN1C(=O)C(Cc1c[nH]c2ccccc12)NC(=O)OC(C)(C)C (stereo not drawn)
 : i	i
> C=CS(=O)(=O)c1c2cc(OC)ccc2nc2ccc(OC)cc12
 : i	i
